Source: PubChem (The Scripps Research Institute Molecular Screening Center)
TTR transcr act: TTR transcription activation, primary screen. SH-SY5Y TTR promoter Gaussia luciferase, luminescence; 100% = recombinant luciferase protein wells. activation, % at 16.7 µM. 92,000 tested, 1.3% active. AID 1117267;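 active = activation above the mean of all tested compounds plus 3 SD, cut at about 9.5% in these data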;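 also: cells exposed to compounds for one day before reading; 0% = median of all test compound wells on the plate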
The depositor's hits bear a star. This is a subset. The share of hits here may be higher or lower than overall.

Start of the listing, in advance:
TTR transcr act	mol
3.1	CC(C)C[C@H](NC(=O)c1nc[nH]c1C(=O)N1CCC(C)CC1)C(=O)OC(C)(C)C
5.8	CCc1ccc([C@H]2C(C(=O)O)=C[C@@H](CC3CCCC3)N2S(=O)(=O)c2ccc(C)cc2)cc1
-3.0	CCCOc1ccc(C2C(C(=O)c3ccco3)=C(O)C(=O)N2CCCn2ccnc2)cc1OC (stereo unspecified)
-0.6	COc1cc(C(=O)Nc2nccs2)cc(OC)c1OC
-0.4	O=S(=O)(c1ccc(F)c(Cl)c1)N1CCN(C/C=C/c2ccccc2)CC1

Main list, from the start:
TTR transcr act	mol
3.1	CC(C)C[C@H](NC(=O)c1nc[nH]c1C(=O)N1CCC(C)CC1)C(=O)OC(C)(C)C
5.8	CCc1ccc([C@H]2C(C(=O)O)=C[C@@H](CC3CCCC3)N2S(=O)(=O)c2ccc(C)cc2)cc1
-3.0	CCCOc1ccc(C2C(C(=O)c3ccco3)=C(O)C(=O)N2CCCn2ccnc2)cc1OC (stereo unspecified)
-0.6	COc1cc(C(=O)Nc2nccs2)cc(OC)c1OC
-0.4	O=S(=O)(c1ccc(F)c(Cl)c1)N1CCN(C/C=C/c2ccccc2)CC1
-2.8	Cc1ccccc1Cn1cc(/C=N/n2cnnc2)c2ccccc21
-1.5	CCOP(=O)(OCC)C(C)(C)NC(=O)Nc1ccc(Cl)c(Cl)c1
2.1	O=C(Nc1cc(S(=O)(=O)Nc2ccccc2F)ccc1Cl)c1ccc(F)cc1F
-1.4	CCc1ccc(NC(=O)CSc2nc3ccsc3c(=O)n2CCCCCC(=O)O)cc1
1.8	CC1(C(=O)OCC(=O)Nc2ccc(C(N)=O)cc2)CC1(Cl)Cl (stereo unspecified)
-0.3	CCn1c(=O)c2c3c(sc2n(C)c1=O)CCC3
1.6	COc1ccc2[nH]c(C(=O)N(C)c3ccc(F)cc3F)cc2c1
4.1	CC1CCCCN1CCCNC(=O)C1CCN(c2nc3ccccc3o2)CC1 (stereo unspecified)
1.1	CC(/C=C\c1ccccc1)=C/C(=O)O
-0.2	CCOc1ccc(C=NN2CCCCCC2)cc1OCC
0.1	CCOC(=O)c1c(S(=O)(=O)NCC(=O)Nc2cccc(C)n2)c(C)n(C)c1C
3.0	Cc1cc(OC(=O)c2cc([N+](=O)[O-])ccc2Cl)c([N+](=O)[O-])c(=O)[nH]1
0.9	COCCn1c(C)cc(C(=O)CSc2ccc(NC(C)=O)cc2)c1C
-0.5	OCc1cccc[n+]1CCc1ccccc1
-1.8	O=[N+]([O-])c1cccc2ccc(/C=C/c3ccc(F)cc3)nc12
-1.3	Cc1nc2ncnn2c(N2CCN(C(=O)Cc3cccs3)CC2)c1C
4.7	CCCc1cc(=O)oc2c(C)c(OCC(=O)N3CCC(C(=O)O)(c4ccccc4)CC3)ccc12
3.1	CCCOc1ccc(/C=C/C(=O)N2CCOCC2)cc1
-3.0	CC(C)(C)c1nc2sc3c(c2c(=O)o1)CCCC3
-0.7	CCCS(=O)(=O)c1c(S(=O)(=O)CCC)c2c3ccccc3ccn2c1C(=O)OC
-5.2	Cc1ccc(-c2nnc(SCC(N)=O)nc2-c2ccc(C)cc2)cc1
-1.0	CC(C)c1onc(C(=O)Nc2cccc(Cl)c2)c1[N+](=O)[O-]
1.4	O=c1[nH]nc(CNc2cccc(C(F)(F)F)c2)c2ccccc12
-1.7	CCOC(Cn1c(-c2ccc(OC)cc2)nc2ccccc21)OCC
3.9	Cc1cc(C)n(CC2CC(=O)N(c3ccc(Cl)cc3)C2=O)n1 (stereo unspecified)
1.1	Cc1cc(C)c(C#N)c(SCc2ccc(F)cc2)n1
1.6	COc1ccccc1N1CCN(C(=O)c2ccc(Cl)c(S(=O)(=O)N3CCCC3)c2)CC1
-1.6	O=C(CN(Cc1ccc(Cl)cc1)C(=O)c1csnn1)NCc1ccccc1
-5.0	Cc1cc(C)cc(OCC(=O)Nc2ccc(N3CCN(C(=O)c4ccco4)CC3)cc2)c1
-1.4	O=[N+]([O-])c1ccccc1S(=O)(=O)Nc1ncccn1
0.4	Cn1nnnc1SCC(=O)NNC(=O)c1ccc(Cl)cc1
3.4	CCCNC(=O)C1(C)CCN(C(=O)c2ccccc2OC)C1 (stereo unspecified)
-2.8	S=C(Nc1ccc(Cl)cc1Cl)NC1CCCCC1
0.4	Cc1cc(=O)[nH]c(SCc2nc3ncccn3c2Br)n1
-0.6	Cc1cc(C)c(C(=O)CN2C(=O)NC3(CCC(C)CC3)C2=O)cc1C (stereo unspecified)
0.5	CCOC(=O)C1(C)CCCCCN1C(=O)c1ccc(SC(F)(F)F)cc1 (stereo unspecified)
0.2	CCSc1nnc(NC(=O)CSc2c(Cl)cccc2Cl)s1
-2.2	NC(Cc1ccc(C(F)(F)F)cc1)c1csc(Nc2ccccn2)n1 (stereo unspecified)
0.5	O=C1CCCC(=O)C1=C1SCCCS1
-0.1	Cc1oc2cc(OC(C)C(=O)O)ccc2c(=O)c1Oc1ccccc1 (stereo unspecified)
-4.1	Cc1ccc(S(=O)(=O)CC(=O)Nc2nc(-c3ccccc3)cs2)cc1
-1.2	COc1ccc(NC(=O)CSc2nnnn2-c2ccccc2F)cc1
19*	COc1ccccc1C(=O)C1CCCN(C(=O)c2cc(CC(C)C)nc(C)n2)C1 (stereo unspecified)
-1.3	C=CC[C@H](CC(=O)NCCO)C(=O)N[C@@H](COC(=O)[C@@H](CC=C)Cc1ccc(F)cc1)Cc1c[nH]c2ccccc12
-0.7	CCc1ccc(NC(=O)Cn2c(=O)oc3cc(S(=O)(=O)N4CCOCC4)ccc32)cc1
-0.6	Cc1ccc(S(=O)(=O)N2C[C@@H]3[C@H]4CC[C@H](C4)[C@@H]3[C@@H](C)C2CC(=O)c2ccccc2)cc1 (stereo partly specified)
-2.2	N#CC1=C(N)c2ccccc2CC12CCCCC2
-2.7	COc1cc(/C=C2/S/C(=N/S(=O)(=O)c3ccccc3)NC2=O)c([N+](=O)[O-])cc1OC
0.3	CC(C)(C)NCC(O)Cn1cc(C=O)c2ccccc21 (stereo unspecified)
0.2	CCN1C(=O)[C@H]2[C@@H](c3ccc(-c4cc(C(C)=O)cs4)cc3)N3CCCC[C@@]3(C(=O)OC)[C@H]2C1=O
2.4	CCOC(=O)c1ccc(NC(=O)CCC(CC)C(=O)O)cc1 (stereo unspecified)
-2.3	COc1ccccc1-c1c(C)nn2c(N3CCCCCC3)cc(C)nc12
-1.6	CN=C1S/C(=C/c2cc(C)n(-c3cc(C)ccc3OC)c2C)C(=O)N1C
0.7	COc1ccccc1Cc1nc(-c2cccnc2)no1
-0.9	CC(=O)Nc1sc(N/N=C\c2ccccc2)nc1-c1cccs1

Gathered by group, those above with a thiophene ring, fused or not
TTR transcr act	mol
-1.4	CCc1ccc(NC(=O)CSc2nc3ccsc3c(=O)n2CCCCCC(=O)O)cc1
-0.3	CCn1c(=O)c2c3c(sc2n(C)c1=O)CCC3
-1.3	Cc1nc2ncnn2c(N2CCN(C(=O)Cc3cccs3)CC2)c1C
-3.0	CC(C)(C)c1nc2sc3c(c2c(=O)o1)CCCC3
0.2	CCN1C(=O)[C@H]2[C@@H](c3ccc(-c4cc(C(C)=O)cs4)cc3)N3CCCC[C@@]3(C(=O)OC)[C@H]2C1=O
-0.9	CC(=O)Nc1sc(N/N=C\c2ccccc2)nc1-c1cccs1

Two records drawn at random from the list so far, as already listed:
TTR transcr act	mol
0.5	CCOC(=O)C1(C)CCCCCN1C(=O)c1ccc(SC(F)(F)F)cc1 (stereo unspecified)
-2.2	NC(Cc1ccc(C(F)(F)F)cc1)c1csc(Nc2ccccn2)n1 (stereo unspecified)

Later entries:
TTR transcr act	mol
1.5	COc1ccc(S(=O)(=O)N2CCN(Cc3cc(OC)c(O)c(OC)c3)CC2)cc1
3.1	C[C@@H]1CN([C@@H](C)CO)C(=O)CCCn2nncc2CO[C@H]1CN(C)Cc1ccc2c(c1)OCO2
-0.6	CCOC(=O)CSc1nnc(CNC(=O)c2ccc(OC)cc2)n1-c1ccc(OC)cc1
0.7	CC(=O)c1cccc(Nc2c([N+](=O)[O-])c(=O)oc3ccccc23)c1
-1.0	Cc1cc(Cl)ccc1OCCCC(=O)NN
0.4	O=C(c1ccccc1)N1CCN=C1c1ccccc1
1.0	COc1ccc(C(=O)NNC(=S)NC(=O)c2cc(-c3ccccc3)nc3ccccc23)cc1
3.0	Cc1cccc(N/C(N)=N/c2nc(C(F)(F)F)cc(=O)[nH]2)c1C
0.9	CCN(CC(=O)Nc1ccc(NC(C)=O)cc1)C(=O)CCCc1c[nH]c2ccccc12
3.8	C=CCn1c(N2CCCC2)nc2c1c(=O)[nH]c(=O)n2C
3.3	Cc1cccnc1NC(=O)c1ccc2nc(N)sc2c1
0.6	CCN1CCCC1Cn1cnc2c([nH]c3cc(OC)ccc32)c1=O (stereo unspecified)
1.8	COc1ccc(Cc2nc3ccc(C(=O)N(C)CCO)cc3o2)cc1
-0.2	CN(CC(=O)Nc1ccccc1Cl)C(=O)CCNC(=O)Nc1ccccc1
1.4	COc1ccc(N2C(=O)C3CCCN3C2c2cccs2)cc1 (stereo unspecified)
3.6	CC(CCc1ccccc1)NC(=O)c1ccc(Cl)nc1 (stereo unspecified)
-0.4	CC1(C)CC(=O)C=C(NCC2CCCO2)C1 (stereo unspecified)
0.4	Cc1csc(NC(=O)CSc2ccc3nnc(-c4ccncc4)n3n2)n1
0.5	COC(=O)c1c(C)cc(C)c2c1CC(C)(C)C2=O
-0.8	COC(=O)Nc1ccc(S(=O)(=O)N2CCCc3cccc(O)c32)cc1
0.3	COc1nc(C)nc(C)c1Oc1ccc(Cl)cc1Cl
1.9	O=C(CN(C(=O)CNS(=O)(=O)c1ccccc1)c1ccc2c(c1)OCCO2)NC1CCCCC1
0.1	C[C@@H]1CCN(C2CC2)S(=O)(=O)c2ccc(N3CCC[C@H]3CO)cc2O1
2.4	C=CCN1C(=O)c2ccc(C(=O)N(C)CC(=O)Nc3ccccc3C(F)(F)F)cc2C1=O
-2.8	Cc1nn(-c2ccccc2)c(Oc2ccccc2)c1C=O
2.9	C(=C\c1ccccc1)/CN1CCN(Cc2nc(Cc3ccccc3)no2)CC1
-2.2	O=C(Nc1ccccc1)C(=O)Nc1cccnc1
0.9	CCCc1nnc(SCC(=O)N2C(C)CCCC2C)n1CC1CCCO1 (stereo unspecified)
4.2	CSc1ccccc1C(=O)N1CCN(c2ncccn2)CC1
-1.2	CCCC1NC(=O)c2cc3ccccc3cc2-n2c1nc1cc(Cl)ccc1c2=O (stereo unspecified)
-2.7	COc1cc(CN2CCN(Cc3ccc(C(F)(F)F)cc3)CC2)cc(OC)c1OC
3.4	CC(C)(CN1CCCCC1)NS(=O)(=O)c1ccc(Cl)cc1
3.6	COc1cccc(C(=O)NCc2ccc3c(c2)OCO3)c1OC
1.9	CCC(C)NC(=O)CSc1ccc(Cl)cc1 (stereo unspecified)
-0.2	CCOC(=O)N1CCC(N2C(=O)c3ccccc3C2Nc2ccc(S(=O)(=O)N(CC)CC)cc2)CC1 (stereo unspecified)
1.2	O=C(COc1ccc2ccc(=O)oc2c1)NCCCN1CCCC1=O
-2.9	Cc1cc(C(=O)Nc2ccon2)ccc1[N+](=O)[O-]
-0.8	CCOc1ccccc1NC(=O)C(OC(=O)c1ccccc1NS(=O)(=O)c1cccs1)c1ccccc1 (stereo unspecified)
-2.8	O=C1CCC(c2ccccc2)N1c1ccccc1 (stereo unspecified)
1.4	CC1=CC(=O)C(C2CCCCC2)=C/C1=N\OS(=O)(=O)c1ccccc1
1.3	COCCCN1C(=O)C(CC(=O)NCc2cccs2)CC(C(=O)N(C(C)C)C(C)C)=C1C (stereo unspecified)
-0.4	CNC(=O)CSc1nc2ccccc2c(=O)n1CCc1ccccc1
1.7	COc1cc(/C=C/C(=O)N2CCc3ccccc3C2)cc(OC)c1OC
0.2	Clc1ccccc1N1CCN(c2ncnc3nc[nH]c23)CC1
-6.7	O=C(/C=C/Sc1ccccc1)c1ccccc1
-3.8	O=S(=O)(c1ccc2nc(COc3ccc(Cl)cc3Cl)[nH]c2c1)N1CCOCC1
0.8	COc1cccc(-c2onc3ccc(C(=O)/C=C/N(C)C)cc23)c1
-0.6	Cn1c(=NC(=O)c2ccco2)sc2ccccc21
0.0	Cc1nnc(NC(=O)CCN2C(=O)/C(=C\c3ccccc3)SC2=S)s1
-0.6	O=C(O)CCCCCCCCc1cn(Cc2ccc(C(=O)c3ccccc3)cc2)nn1
1.3	O=S(=O)(c1cccc(C(F)(F)F)c1)N1CCN(c2nnnn2-c2ccccc2)CC1
-0.7	Cc1cc(N2CCN(C(=O)Nc3ccccc3C#N)CC2)c2ccccc2n1
2.7	Cc1nc2ccc(S(=O)(=O)NCC(=O)N3CCc4ccccc43)cc2s1
-0.5	CC(=O)CC(=O)O[C@@H]1C=C[C@H](NC(=O)OC(C)(C)C)C1
0.7	Cc1ccc(Cl)cc1N(CC(=O)NC(C)c1ccccc1)S(C)(=O)=O (stereo unspecified)
-0.3	CC(C)(C)N/C=C(\C#N)S(=O)(=O)c1ccc(Br)cc1
0.5	CCOc1ccccc1Nc1nc(-c2sc(NC(=O)c3ccco3)nc2C)cs1
-0.6	Cc1ccccc1-c1nc(CN2CCC(C(=O)O)CC2)c(C)o1
2.9	COc1cc(-c2nnc(COC(=O)c3nn(CC(C)C)c(=O)c4ccccc34)o2)cc(OC)c1OC
0.4	Cc1ccc(S(=O)(=O)N(C)c2ccc(C(=O)NCC(c3ccccc3)N3CCCC3)cc2)cc1 (stereo unspecified)

Further entries.
TTR transcr act	mol
-2.0	CC(=O)Nc1ccc(S(=O)(=O)NN=CCCc2ccccc2)cc1
-0.3	O=C(/C=C/c1ccccc1)Nc1ccc2c(c1)C(=O)NC2=O
-1.4	O=C(O)/C(=C/c1ccco1)NC(=O)c1ccccc1
-1.0	COc1cc(CNc2ccc3[nH]c(=O)[nH]c3c2)ccc1OCc1ccccc1F
4.8	O=C(Nc1ccccc1Cl)N1CCN(c2ccc3nncn3n2)CC1
-1.2	Cc1c(N(C)C(=O)C23CC4CC(CC(C4)C2)C3)c(=O)n(-c2ccccc2)n1C
3.8	COc1ccc(C(=O)CSc2nnc3n2CCCN3C(=O)Nc2ccccc2)cc1
0.1	COC(C(=O)Nc1ccc(C(N)=O)cc1)c1ccccc1 (stereo unspecified)
-4.1	COc1ccc(NC(=O)c2sc3ncnc(N4CCN(c5ccccn5)CC4)c3c2C)cc1Cl
-3.2	COC(=O)c1ccc(C(=O)OC)c(NC(=O)CN2CCN(c3ccccc3)CC2)c1
